Bioassay records: PubChem, University of Kansas High Throughput Screening Laboratory
mHTT CaM bind: mHTT-calmodulin interaction abrogation; inhibition, % at 15 µM; 190,000 compounds, 3.6% hits; AlphaScreen His-mHTT/GST-CaM binding, luminescence; P42858;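 also: 0% = both proteins with DMSO and 100% = one protein alone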
Target sequence (P42858 whole entry, looked up, stated change not applied): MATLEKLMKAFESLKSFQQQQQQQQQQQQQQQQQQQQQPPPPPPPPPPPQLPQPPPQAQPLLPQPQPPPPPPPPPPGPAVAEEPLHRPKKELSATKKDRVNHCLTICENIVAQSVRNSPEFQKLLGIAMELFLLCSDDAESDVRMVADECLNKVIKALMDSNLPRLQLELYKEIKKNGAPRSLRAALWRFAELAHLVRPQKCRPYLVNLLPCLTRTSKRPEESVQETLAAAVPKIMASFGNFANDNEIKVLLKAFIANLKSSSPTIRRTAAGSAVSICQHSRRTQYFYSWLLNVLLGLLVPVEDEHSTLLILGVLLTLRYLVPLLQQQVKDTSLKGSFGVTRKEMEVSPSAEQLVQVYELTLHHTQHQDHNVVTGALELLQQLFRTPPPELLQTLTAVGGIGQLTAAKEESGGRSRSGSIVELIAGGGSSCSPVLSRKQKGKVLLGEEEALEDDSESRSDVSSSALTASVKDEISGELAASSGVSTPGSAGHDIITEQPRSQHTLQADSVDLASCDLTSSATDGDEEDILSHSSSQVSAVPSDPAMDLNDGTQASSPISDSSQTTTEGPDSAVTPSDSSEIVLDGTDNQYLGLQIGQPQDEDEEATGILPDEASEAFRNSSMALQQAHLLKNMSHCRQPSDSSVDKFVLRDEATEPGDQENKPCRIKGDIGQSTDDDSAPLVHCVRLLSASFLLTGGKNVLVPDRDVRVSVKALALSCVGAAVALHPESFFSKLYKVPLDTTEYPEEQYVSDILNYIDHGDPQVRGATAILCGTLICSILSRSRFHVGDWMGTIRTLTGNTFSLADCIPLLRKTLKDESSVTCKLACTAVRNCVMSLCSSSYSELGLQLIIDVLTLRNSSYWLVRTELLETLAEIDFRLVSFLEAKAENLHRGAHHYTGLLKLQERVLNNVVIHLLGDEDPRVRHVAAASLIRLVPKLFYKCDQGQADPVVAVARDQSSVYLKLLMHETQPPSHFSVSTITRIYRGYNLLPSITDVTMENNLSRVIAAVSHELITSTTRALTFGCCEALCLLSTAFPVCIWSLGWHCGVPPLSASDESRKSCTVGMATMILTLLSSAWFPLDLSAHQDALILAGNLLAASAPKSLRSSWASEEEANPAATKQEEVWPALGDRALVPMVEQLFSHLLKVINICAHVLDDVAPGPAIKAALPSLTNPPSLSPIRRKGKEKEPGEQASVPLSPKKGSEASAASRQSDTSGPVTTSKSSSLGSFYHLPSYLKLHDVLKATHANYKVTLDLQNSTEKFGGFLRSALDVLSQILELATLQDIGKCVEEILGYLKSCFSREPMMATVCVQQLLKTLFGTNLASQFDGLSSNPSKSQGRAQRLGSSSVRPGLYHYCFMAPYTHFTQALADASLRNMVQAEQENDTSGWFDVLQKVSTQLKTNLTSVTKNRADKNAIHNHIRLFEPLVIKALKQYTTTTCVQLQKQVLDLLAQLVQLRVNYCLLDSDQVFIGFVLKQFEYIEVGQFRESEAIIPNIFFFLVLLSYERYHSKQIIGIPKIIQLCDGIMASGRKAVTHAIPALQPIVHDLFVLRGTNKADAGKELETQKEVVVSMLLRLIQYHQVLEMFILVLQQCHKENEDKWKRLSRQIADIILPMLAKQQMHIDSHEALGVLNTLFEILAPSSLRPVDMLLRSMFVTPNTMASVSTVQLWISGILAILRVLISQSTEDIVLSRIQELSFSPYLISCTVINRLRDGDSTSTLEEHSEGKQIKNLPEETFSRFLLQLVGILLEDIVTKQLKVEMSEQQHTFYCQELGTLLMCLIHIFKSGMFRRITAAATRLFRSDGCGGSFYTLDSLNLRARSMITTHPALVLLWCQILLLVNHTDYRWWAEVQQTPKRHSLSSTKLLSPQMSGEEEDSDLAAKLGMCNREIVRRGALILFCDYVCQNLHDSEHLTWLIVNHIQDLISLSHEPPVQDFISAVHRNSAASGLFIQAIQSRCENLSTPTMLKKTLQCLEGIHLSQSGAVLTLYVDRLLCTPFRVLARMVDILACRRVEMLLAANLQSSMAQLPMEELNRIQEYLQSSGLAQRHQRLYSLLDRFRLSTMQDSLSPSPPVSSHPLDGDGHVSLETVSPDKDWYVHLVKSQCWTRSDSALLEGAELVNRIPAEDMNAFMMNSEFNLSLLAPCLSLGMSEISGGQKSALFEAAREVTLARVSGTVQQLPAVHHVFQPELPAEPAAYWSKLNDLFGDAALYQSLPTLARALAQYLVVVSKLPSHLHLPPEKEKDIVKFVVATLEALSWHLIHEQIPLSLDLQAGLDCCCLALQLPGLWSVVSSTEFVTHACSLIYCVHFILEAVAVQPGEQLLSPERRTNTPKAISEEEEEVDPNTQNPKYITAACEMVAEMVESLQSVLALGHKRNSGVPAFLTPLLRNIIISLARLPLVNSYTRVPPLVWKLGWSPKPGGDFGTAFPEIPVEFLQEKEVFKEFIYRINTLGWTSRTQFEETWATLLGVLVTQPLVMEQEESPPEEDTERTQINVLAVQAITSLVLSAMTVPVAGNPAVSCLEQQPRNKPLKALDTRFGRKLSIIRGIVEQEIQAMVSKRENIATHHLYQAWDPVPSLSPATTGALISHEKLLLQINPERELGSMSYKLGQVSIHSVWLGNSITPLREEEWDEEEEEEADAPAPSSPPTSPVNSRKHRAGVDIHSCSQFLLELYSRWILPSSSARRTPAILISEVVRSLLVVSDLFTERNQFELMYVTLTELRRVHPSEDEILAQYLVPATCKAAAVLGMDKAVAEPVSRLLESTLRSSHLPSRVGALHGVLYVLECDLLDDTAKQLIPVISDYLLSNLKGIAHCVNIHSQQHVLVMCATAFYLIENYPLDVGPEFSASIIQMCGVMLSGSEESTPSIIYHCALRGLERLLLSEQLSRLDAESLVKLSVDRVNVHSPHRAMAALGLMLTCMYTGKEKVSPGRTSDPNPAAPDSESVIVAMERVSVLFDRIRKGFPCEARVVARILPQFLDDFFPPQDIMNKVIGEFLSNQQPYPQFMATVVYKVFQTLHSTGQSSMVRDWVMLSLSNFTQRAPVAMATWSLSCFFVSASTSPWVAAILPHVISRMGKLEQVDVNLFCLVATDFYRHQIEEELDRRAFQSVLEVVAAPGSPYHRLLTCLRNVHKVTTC
Pf apPOL block: Pf-apPOL DNA polymerase inhibition. Recombinant Pf-apPOL, molecular beacon fluorescence, 1.5 h. inhibition, % at 10 µM. 210,000 compounds, 0.25% hits
The depositor's hits bear a star; nt = not tested or not shown; & = joins results of further samples. Rule as the data show it: active = inhibition above about 50%; inactive = the rest. Not all compounds are listed; count on the stated rates, not on these rows.

Each structure is followed by: Pf apPOL block	mHTT CaM bind
> Cc1ccccc1C1CCCN1C(=O)NCC(C)C (stereo not given)
→ -7	-10
> CCOC(=O)c1c(CS(=O)c2ccc(Cl)cc2)oc2c(F)c(F)c(F)c(F)c12 (stereo not given)
→ 3	nt
> Cc1cc([N+](=O)[O-])ccc1NC(=O)c1ccc(F)cc1
→ -2	-3
> COc1ccccc1NS(=O)(=O)c1ccc2[nH]c(=O)sc2c1
→ 0	-2
> CCN(CC)CC(=O)Nc1c(C(=O)c2ccccc2)oc2ccccc12
→ -10	-6
> Cc1cnn(C(C)c2nnc(NC3CC3)s2)c1 (stereo not given)
→ nt	0
> Nc1ccc(S(=O)(=O)Nc2ncccn2)cc1
→ nt	-6
> COC(=O)c1cccc(CSc2nc(C)c(C)c(=O)n2C)c1
→ 5	-16
> CC1=NN(c2ccc(Cl)c(C(=O)O)c2)C(=O)/C1=C/c1ccc(F)cc1
→ 0	5
> O=C(CSc1nc2ccc([N+](=O)[O-])cc2[nH]1)Nc1ccc(Cl)cc1Cl
→ -5	9
> COc1ccc(C2c3sc(=O)[nH]c3SC3C(=O)NC(=O)C32)cc1 (stereo not given)
→ 2	3
> CSc1nc2c(c(Nc3cccc(O)c3)n1)CCC2
→ -9	28
> CCOc1ccc(N=c2scc(-c3ccc(C)cc3)n2C)cc1
→ -2	8
> O=C1CC(c2ccccc2)CC(O)=C1C=NCc1cccc(C(F)(F)F)c1 (stereo not given)
→ 5	15
> COc1ccc(CCC(=O)NCC2CCN(Cc3cccs3)CC2)cc1
→ -8	-3
> Cc1ccc(CNC(=O)N2CCCCC2c2nncn2CC2CC2)cc1 (stereo not given)
→ -6	-6
> O=S(=O)(O)c1nc2ccccc2n1Cc1ccccc1
→ -6	-3
> CSc1cccc(Nc2c(C(=O)N3CCSCC3)cnc3nc(C)ccc23)c1
→ 4	4
> CCOCCCNC(=O)C1CCN(c2ncccc2-c2nc(-c3ccc(C)cc3)no2)CC1
→ 6	-8
> CCc1cccc(NC(=O)C2CCN(c3cc(C(=O)N4CCCC4)ccn3)CC2)c1
→ 0	29
> COc1ccc2nc(NC(=O)COc3ccc(C)cc3)sc2c1
→ -9	-4
> CSC1=NSC2=NC(=O)/C(=C\c3ccc(-c4ccc(C(=O)O)cc4)o3)C(=N)N12
→ -2	18
> COc1ccccc1CNC(=O)c1c(O)c2cccnc2[nH]c1=O
→ 0	-9
> COc1cc(CN2CCCC(CO)C2)cc2c1OCO2 (stereo not given)
→ -1	-3
> CCOc1ccccc1N1CCN(C(=O)Nc2cccc(Cl)c2)CC1
→ 1	-3
> CCOc1cccc2cc(C(=O)Oc3ccc(OC)cc3)c(=O)oc12
→ 10	0
> CCOC(=O)C1Oc2ccccc2C(C(=O)OC)=C1C(=O)OC (stereo not given)
→ -7	3
> O=c1/c(=C/c2ccccc2F)sc2nc(-c3ccccc3Br)nn12
→ 0	4
> Cc1oc2ccn(Cc3ccc(F)cc3)c(=O)c2c1C(=O)N1CCCCC1
→ 1	59*
> FC(F)(F)Oc1ccc(NN=Cc2ncc(C(F)(F)F)cc2Cl)cc1
→ -3	nt

Grouped by structure, the entries above containing an aryl methoxy group
Each structure is followed by: Pf apPOL block	mHTT CaM bind
> COc1ccccc1NS(=O)(=O)c1ccc2[nH]c(=O)sc2c1
→ 0	-2
> COc1ccc(C2c3sc(=O)[nH]c3SC3C(=O)NC(=O)C32)cc1 (stereo not given)
→ 2	3
> COc1ccc(CCC(=O)NCC2CCN(Cc3cccs3)CC2)cc1
→ -8	-3
> COc1ccc2nc(NC(=O)COc3ccc(C)cc3)sc2c1
→ -9	-4
> COc1ccccc1CNC(=O)c1c(O)c2cccnc2[nH]c1=O
→ 0	-9
> COc1cc(CN2CCCC(CO)C2)cc2c1OCO2 (stereo not given)
→ -1	-3
> CCOc1cccc2cc(C(=O)Oc3ccc(OC)cc3)c(=O)oc12
→ 10	0

The list goes on:
Each structure is followed by: Pf apPOL block	mHTT CaM bind
> O=C(Cc1ccc(F)cc1)Nc1ccc(CC(=O)NC2CC2)cc1
→ -8	-8
> CC(=O)Nc1ccc2nc(SC(C)C(=O)Nc3c(C)cc(C)cc3C)sc2c1 (stereo not given)
→ -2	0
> C=CCNC(=O)C1CCN(c2cc(Cl)ccc2C)C1=O (stereo not given)
→ -2	-1
> CCCN1CCN(C(=O)c2ccnc(N3CCNC(c4ccccc4)C3)c2)CC1 (stereo not given)
→ 1	-1
> CC1CCN(C(=O)CCc2nnc(Cc3cccc(C(F)(F)F)c3)[nH]c2=O)CC1
→ 1	1
> CCC(=O)Nc1ncc(-c2ccccc2)s1
→ -6	-6
> CC(C)NC(=O)C1(O)c2cc(Br)ccc2NC(=O)N1c1ccc(Cl)cc1 (stereo not given)
→ 3	1
> CCN(CC)C(=O)C1CCCN(Cc2ccc(F)c(F)c2)C1 (stereo not given)
→ 2	7
> Cc1ccccc1NC(=O)c1cc2c(CO)cnc(C)c2oc1=Nc1ccccc1
→ -2	0
> O=C(c1ccc(F)cc1)c1cc2ccccc2o1
→ -9	-5
> O=C(CC1CCCC1)N1CC(OCc2ccc(F)cc2)C1
→ -6	4
> C#CCNC(=O)C1CC(=O)N(c2ccc(OCC)cc2)C1 (stereo not given)
→ 0	6
> Cc1ccccc1NC(=O)N1CCn2cccc2C1Cc1ccccc1 (stereo not given)
→ 2	2
> Cc1ccccc1C(=O)N1C(C(=O)N2CCCC2)COC12CCCCC2 (stereo not given)
→ -2	3
> Oc1oc(-c2ccccc2F)nc1C=Nc1ccccc1Cl
→ 0	5
> O=C(Nc1ccc(F)c(F)c1)c1cc(S(=O)(=O)NCc2ccccc2)ccc1F
→ 4	4
> COc1ccc(C2Nc3cc(C)ccc3NC3=C2C(=O)CC(C)(C)C3)cc1 (stereo not given)
→ -3	15
> COCCC(=O)N1CCC(n2c(-c3ccc(F)cc3)nc3cccnc32)C1 (stereo not given)
→ -6	-1
> COc1cc2c(cc1OC)-c1nc3ccccc3c(=O)n1C(C)(C)C2
→ -1	11
> CCOc1ccccc1NC(=O)N1CCCCCC1c1ccc(C)s1 (stereo not given)
→ -3	-22
> Cc1cc(F)ccc1S(=O)(=O)N1CCCOC1CNC(=O)C(=O)NCc1ccco1 (stereo not given)
→ -3	-2
> Cc1c(-c2ccno2)cnn1C
→ nt	-2
> COc1ccccc1OCC(=O)Nc1ncc(Cc2cccc(C)c2)s1
→ 1	-20
> COc1cccc(-c2nnc(NC(=O)c3ccc(S(=O)(=O)N4CCCCC4)cc3)o2)c1
→ -8	1
> CN(CC(=O)NCc1ccccc1Cl)S(=O)(=O)c1ccc2[nH]c3c(c2c1)CCCC3
→ -6	36
> N=C1NC(=O)/C(=C\c2ccccc2OCc2ccccc2Cl)S1
→ 0	17
> COc1ccc(C(=O)Nc2cc(OC)cc(OC)c2)cc1
→ -6	-2
> CCC1(NC)C(=O)c2ccccc2C1=O
→ -4	-7
> CC1(C)CC(CCC(=O)Nc2nncs2)C(=O)O1 (stereo not given)
→ -7	-7
> C=CCn1c2ccccc2c2nnc(SCC(=O)Nc3sc4c(c3C#N)CCCC4)nc21
→ 0	3
> O=C(Nc1ccc(O)c(-c2nc3ccccc3o2)c1)c1ccco1
→ 0	3
> CSc1c(C#N)c(N)nc(SCc2ccc(F)c(F)c2)c1C#N
→ -1	nt
> Cc1cccc(NC(=O)Cn2cnc3c(-c4ccc(F)cc4)csc3c2=O)c1C
→ -1	-17
> Cc1ccc(Cc2c(C)nc3nc(SCC(=O)NCC4CCCO4)nn3c2C)cc1 (stereo not given)
→ 4	3
> CN(Cc1ccccc1)S(=O)(=O)c1ccccc1Br
→ -2	-20
> O=C(CN1C(=O)CCC1=O)Nc1nc(-c2cc([N+](=O)[O-])cs2)cs1
→ -2	21
> COc1cc(C2C(=O)N(C3CCC(C)CC3)CC(=O)N2C2CC2)ccc1OC(C)C (stereo not given)
→ -14	9
> O=C(c1nsnc1-c1ccccc1O)N1CCCC1
→ -4	-5
> CC(NC(=O)C1CCN(c2nnc(-c3ccccc3)o2)CC1)c1ccccc1 (stereo not given)
→ -3	22
> COc1ccc(NC(=O)N2CCC3(C2)Nc2cccnc2NC3=NC2CCCC2)c(C)c1 (stereo not given)
→ 3	8
> N#Cc1c(NC(=O)c2ccc(Br)o2)sc2c1CCCC2
→ -2	-5
> O=[N+]([O-])c1c(C(Cl)Cl)nn(-c2ccccc2)c1N1CCC2(CC1)OCCO2
→ -46	18
> COCCNC(=O)Cn1nc([N+](=O)[O-])c(Cl)c1C
→ -1	-2
> Cc1ccc(Cn2ccnc2C(=O)N2CCNC(=O)C2)cc1
→ -3	0
> COc1ccc(S(=O)(=O)N2CCC(C(=O)Nc3ccc4c(c3)OCO4)CC2)cc1
→ -1	-3
> Cc1cc(/C=C2\SC(=Nc3ccccc3)NC2=O)c(C)n1-c1cccc([N+](=O)[O-])c1
→ 3	20
> Cc1noc(-c2nn(C)c3c2CN(S(=O)(=O)c2ccc(C)c(C)c2)CC3)n1
→ -6	-7
> Cc1ccc(-n2c(=O)c3sccc3n(CC(=O)c3ccccc3)c2=O)cc1F
→ -5	3
> COc1ccc(-c2cc(=O)oc3cc4occ(-c5cccc(OC)c5)c4cc23)cc1
→ -3	-2
> Cc1ccc(-c2csc3c(=O)n(CC(=O)Nc4ccc(F)cc4F)cnc23)cc1
→ -6	0
> COc1ccc(C=C2Oc3c(ccc4c3CN(Cc3ccncc3)CO4)C2=O)cc1OC
→ -18	38
> COc1ccc(Cl)cc1NC(=O)CSc1nccn1-c1ccc(Cl)cc1
→ 6	20
> C1CCCN(c2nc3nonc3nc2N2CCCCCC2)CC1
→ nt	1
> O=C(NCCc1cccnc1)C1CCc2sc(C(=O)N3CCCCC3)cc2C1 (stereo not given)
→ -1	0
> Clc1ccc(C2CC(c3ccc(Br)cc3)Nc3ncnn32)cc1 (stereo not given)
→ -6	59*
> O=C(C1CC2CCC1C2)N1CCN(Cc2ccc3c(c2)OCO3)CC1 (stereo not given)
→ -3	3
> O=C(Nc1ccccc1F)N1CCc2[nH]c3ccc(F)cc3c2C1
→ -5	27
> COc1ccc(CN2CCSCC2)cc1C
→ -5	8
> COC(=O)c1cc(S(=O)(=O)N2CCSC2)oc1C
→ 5	nt
> C=C[C@@H]1c2cc(C)ccc2N(S(=O)(=O)c2ccc(C)cc2)[C@H](c2ccc(C(=O)OC)cc2)C1(C#N)C#N
→ -3	-6

Carrying on.
Each structure is followed by: Pf apPOL block	mHTT CaM bind
> COc1ccc(C(=O)Nc2cc(C)ccn2)cc1[N+](=O)[O-]
→ 2	1
> Cc1ccc(NC(=O)c2cc3cc(Br)ccc3oc2=O)c(C)c1
→ 1	2
> COCC(=O)Nc1ccccc1NC(C)=O
→ 3	0
> CCCCNC(=O)c1cc2nc(-c3ccc(OC)cc3)cc(C(F)(F)F)n2n1
→ 4	-6
> Cc1ccc(N2C(N)=C(C#N)C(c3ccc4c(c3)OCO4)C3=C2CCCC3=O)cc1Cl (stereo not given)
→ -4	6
> O=C1C(=O)N(c2ccccn2)C(c2cccc(F)c2)C1=C(O)c1ccccc1 (stereo not given)
→ 2	-3
> Cc1ccc(S(=O)(=O)Nc2ccccc2C(=O)NC(C)C)cc1[N+](=O)[O-]
→ 2	-1
> Cc1nn(C(=O)C(C)N2C(=O)c3ccccc3C2=O)c(C)c1Br (stereo not given)
→ -1	-3
> Cc1cc2[nH]c(C(=O)NC3CCCC3)c(CN3CCCC3)c2s1
→ 3	-5
> Cc1ccc(NC(=O)c2cc(-c3ccccc3)n[nH]2)cc1
→ -6	-4
> CC(=O)C1=C(O)C(=O)N(c2ccc(Br)cn2)C1c1cccc([N+](=O)[O-])c1 (stereo not given)
→ 2	-2
> O=S1(=O)c2ccc(Br)cc2OC[C@H](c2ccccc2)N1Cc1ccccc1
→ -7	-4
> COc1cc(Br)c(CN(C)CCc2ccccn2)cc1OC
→ -3	-3
> CS(=O)(=O)N1CCc2cc(NC(=O)Nc3ccccc3Br)ccc21
→ -6	3
> CCC(=O)NCc1nc2c(n1CC)CN(S(=O)(=O)c1ccccc1)CC2
→ -4	6
> O=[N+]([O-])c1ccc(Cl)cc1Sc1nc2ccccc2[nH]1
→ -6	-3
> COc1cc2c(cc1OC)C(C(=O)NCc1cccnc1)C(c1ccc(SC)cc1)N(C)C2=O (stereo not given)
→ -6	10
> Cc1nccn1-c1ccc(CNC(=O)C2CCCO2)cc1 (stereo not given)
→ 1	-1
> Cc1ccc(-c2ncc(C(=O)Nc3ccccc3C)c(-c3ccncc3)n2)cc1
→ 29	8
> COc1ccc(Cl)cc1NC1OC(=O)c2ccccc21 (stereo not given)
→ 0	-2
> O=[N+]([O-])c1cc(C(F)(F)F)cc([N+](=O)[O-])c1NCC(O)c1ccccc1 (stereo not given)
→ -2	41
> COc1ccc(/C=C2/C(=O)N(c3cc(Cl)ccc3Cl)N=C2C)cc1
→ -3	3
> O=C(CSc1nc2ccc(NC(=O)c3ccc([N+](=O)[O-])cc3)cc2s1)NCC1CCCO1 (stereo not given)
→ -13	8
> Cc1cc(C)n(S(=O)(=O)c2ccc([N+](=O)[O-])cc2)n1
→ 2	-8
> O=C(NCCc1csc(-c2ccccc2)n1)C1CCCN1C(=O)c1ccccc1 (stereo not given)
→ -8	-5
> CCOc1ccccc1C1C=C(c2ccc(OC)cc2)Nc2ncnn21 (stereo not given)
→ -5	13
> CC(C)c1nncn1C1CCN(C(=O)c2ccc(C#N)cc2)C1 (stereo not given)
→ 0	1
> O=C(O)c1ccc(C2Nc3ccc(I)cc3C3C=CCC32)cc1 (stereo not given)
→ 6	97*
> COc1ccc(C2C(C#N)=C(N)Oc3cc(C)oc(=O)c32)cc1OCc1ccccc1 (stereo not given)
→ -6	23
> Cc1ccc(N2CN=C3SCC(=O)N3C2)cc1C
→ -4	0
> COc1cccc(CN2CCOCC2)c1
→ 2	-5
> CCCSc1sc(C(=O)OC)c(-c2cccs2)c1C#N
→ -5	nt
> O=C(CN1CCN(C2c3ccccc3-c3ccccc32)CC1)c1ccc2c(c1)OCO2
→ 3&-4	nt

Given in CSV form: two of the compounds above
SMILES,Pf apPOL block,mHTT CaM bind
COc1cc(C2C(=O)N(C3CCC(C)CC3)CC(=O)N2C2CC2)ccc1OC(C)C (stereo not given),-14,9
O=C(c1nsnc1-c1ccccc1O)N1CCCC1,-4,-5
